EWS-Fli inh: EWS/Fli transcriptional activity inhibition. inhibition, % at 12.6 µM. 0.67% of 350,000 active. AID 651661. A673 NR0B1-luciferase reporter, viability-normalised;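 active = mean inhibition of at least 50% after viability correction, with every replicate also passing that limit; inconclusive = mean reaches 50% but only one of two replicates passes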;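 also: firefly luciferase signal divided by Alamar Blue viability fluorescence both relative to DMSO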
FN deposition inh: fibronectin deposition inhibition. AH1F fibroblasts, Alexa488-fibronectin deposition fluorescence, overnight. inhibition, % at 12.6 µM. 0.086% of 350,000 active;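 active = mean inhibition across replicates of 30% or more, regardless of how many single replicates reach that level; inconclusive = mean under 30% yet at least half of replicates reach 30%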;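 also: positive control wells lacked labelled fibronectin entirely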
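Material: AH1F fibroblast monolayer depositing Alexa488-labelled fibronectin into matrix | Input: 10000 AH1F cells/well | Medium: DMEM plus 2% serum, read in PBS | Reagent: Alexa488-fibronectin, 24 nM final in well | Compound dosing: One dose per compound, pinned | Schedule: 1 h adhesion, overnight exposure | Measured by: Fluorescence at 485 nm excitation, 525 nm emission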
miR122 inh: miR-122 inhibition in Huh7 cells; activation (reporter increase), % at 12.5 µM; Huh7 miR-122 Renilla luciferase sensor, 48 h; neutral wells = 0, positive control = 100; 0.3% of 340,000 active;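 active = mean replicate activation score at least 90 and every replicate individually at or above 90; inconclusive = only one of the two criteria met; inactive = neither criterion met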;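 also: higher luciferase means less miR-122 activity so hits act as miR-122 inhibitors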
DENV2 CPE: protects cells from dengue virus 2 cytopathic effect; 1.7% of 350,000 active; AID 651640; DENV2-infected cells, cytopathic effect rescue, plate reader; CPE inhibition, % at 9.99 µM; in the data active = CPE inhibition above about 20%, passing the limit was not always enough; inconclusive = no clear call, values can overlap the other calls; tested in BHK-21 cells;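 also: 0% = median of neutral control wells and 100% = median of positive control wells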
INS-1E GSIS act: primary screen for activators of insulin secretion dependent on glucose, INS-1E cells, GLuc reporter luminescence. INS-1E GLuc reporter insulin secretion, 2-3 h. activation, % at 16.6 µM. 0.61% of 370,000 active;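 active = lowest replicate activation of at least 40%, so every replicate reaches that level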;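 also: 0% = median of neutral control wells and 100% = median of IBMX positive control wells; some compounds called inactive have numbers as strong as hits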
F508del corr: correctors of CFTR F508del function in bronchial epithelial cells. AID 720511. CFBE cells, YFP halide quenching; stimulated with forskolin plus potentiator P3; % fluorescence drop versus neutral controls. activity (quench increase), % at 7.58 µM. 0.36% of 350,000 active;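 active = mean added fluorescence quench of at least 8% versus neutral control, with both replicates also reaching 8%; inconclusive = only one of the mean or replicate conditions met; inactive = mean below 8% and not both replicates reaching 8%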;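 also: cells transiently co-express mutant CFTR-F508del with the halide-sensitive YFP; corrector assay measuring rescue of mutant channel to the surface after 24 h compound exposure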
PAX8 reporter: inhibitors of PAX8 transcriptional activity in RMG-I cells; RMG-I TPO-luciferase reporter, SteadyGlo, 24 h; inhibition, % at 12.6 µM; 1.2% of 360,000 active;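 active = mean replicate inhibition at least 60% with every replicate also reaching 60%; inconclusive = only one of the two criteria is met; inactive = mean below 60% and not all replicates reaching 60%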;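 also: luciferase light reporting Pax8 driven TPO promoter activity; plate controls were median of neutral control wells for no effect and mitoxantrone controls for full effect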
Starred values were filed as active, the others as inactive; ? = inconclusive; / = no result given; [ ] = remark or other dose.

Values run as follows: DENV2 CPE	F508del corr	EWS-Fli inh	INS-1E GSIS act	miR122 inh	PAX8 reporter	FN deposition inh
1: Cc1cccn2c(=O)c(/C=C(\C#N)C(N)=O)c(Oc3ccccc3)nc12
    0	1.0	16	11	-1	-3	-13
2: Oc1ccccc1C=NNC(=S)NN=Cc1ccccc1O
    -7	6.0	-30	-47	2	-44	-1
3: CN1[C@@H]2c3ccc(/C=C/c4ccccc4)c(=O)n3C[C@@H]2[C@@H](CO)[C@@H]1C(=O)NC1CCCC1
    -1	0.9	-12	4	/	/	/
4: C[C@@H]1CN([C@H](C)CO)C(=O)c2cc(NC(=O)Cc3cn(C)c4ccccc34)ccc2O[C@H]1CN(C)Cc1ccc(C(=O)O)cc1
    -7	-0.5	5	16	1[16.7 µM]	-1	/
5: COc1cccc2c(=O)n(CC(=O)Nc3ccc(F)cc3)ccc12
    -4	2.1	0	-1	-2	-7	1
6: Cc1ccc(-n2c(Cc3cccs3)nnc2SCC(=O)Nc2ccc(S(N)(=O)=O)cc2)cc1
    /	/	/	/	2	14	0
7: COc1ccc(NC(=O)/C(=C\c2ccco2)NC(=O)c2ccco2)cc1
    0	1.1	-12	-7	/	-4	-3
8: CN1C(=O)c2cccc(N(C)C)c2C1=O
    -1	0.1	-10	3	/	/	/
9: O=C([C@H]1[C@H](CO)[C@H]2Cn3c(cccc3=O)[C@@H]1N2C(=O)CC1CC1)N1CCc2ccccc2C1
    -1	-0.6	-4	5	/	/	/
10: Cc1ccc(NC(=O)Cn2c(O)c(N=NC(N)=O)c3ccccc32)cc1
    0	-1.6	2	0	36	13	-1
11: CCC(=O)N1C[C@H](C)[C@@H](OC)CN(C)C(=O)c2ccc(NC(=O)c3ccc(F)cc3)cc2OC[C@H]1C
    14	0.7	-1	5	0[16.7 µM]	/	8
12: CCOCCCNC(=O)N[C@@H](Cc1ccccc1)C(=O)OC
    /	/	/	/	1	10	-2
13: COc1cccc(C2CC(c3ccc(C)cc3)n3ncnc3N2)c1 (configuration not stated)
    -1	1.2	3	7	/	2	-18
14: Clc1ccc(CO/N=C2\CCCc3nonc32)c(Cl)c1
    4	/	-18	-10	-2	39	3
15: Cc1ccc(-c2csc(NC(=O)N3CCOCC3)n2)cc1
    -2	2.3	-58	-8	-16	-95	9
16: COc1ccc(NC(=O)N(C)C[C@H]2Oc3ccc(N(C)C)cc3CC(=O)N([C@H](C)CO)C[C@@H]2C)cc1
    16	1.2	/	5	3[16.7 µM]	-12	/
17: CC(C)C[C@H]1CNC(=O)C(=O)N1C[C@H]1CCCN1C[C@H](Cc1ccc(O)cc1)N1C[C@H](CC(C)C)N(CC2CCCCCC2)C(=O)C1=O
    -7	0.8	17	/	/	-5	-10
18: C[C@@H]1COC(=O)[C@@H](CC(=O)OC(C)(C)C)C/C=C\C[C@H](CC(=O)NCCO)C(=O)N1
    ?	-0.3	-10	-3	/	-1	-3
19: CCOC(=O)C1CCN(Cc2cccc(OCc3ccccc3)c2)CC1
    -5	2.5	7	-3	/	-4	-5
20: COc1ccc(CNC(=O)CCS(=O)(=O)c2cccc3nonc23)cc1
    /	/	/	/	-13	20	-5
21: COc1ccc2c(c1)OC(=O)CC2c1ccccc1OC (configuration not stated)
    -7	-0.6	-1	6	/	-19	/
22: C/C=C/c1ccc2c(c1)O[C@H](CN(C)C(=O)C1CC1)[C@H](C)CN([C@H](C)CO)S2(=O)=O
    /	-3.9	-2	-4	-12[16.7 µM]	/	-4
23: CN1C(=O)NC(c2cccc(F)c2)C2=C1CC(C)(C)CC2=O (configuration not stated)
    -3	-1.2	0	4	-3	12	-6
24: CCCC#Cc1cnc2c(c1)C(=O)N([C@@H](C)CO)C[C@@H](C)[C@H](CN(C)C(=O)Nc1cc(F)ccc1F)O2
    -1	1.9	1	-14	16[16.7 µM]	/	-8
25: Cc1ccc(NC(=O)C(C)Sc2nnc3n2CCCCC3)cc1S(=O)(=O)N1CCOCC1 (configuration not stated)
    5	-2.4	-2	8	1	1	6
26: CCC(CC)C(=O)Nc1cccc(SC)c1
    /	-1.5	-1	2	/	-14	17
27: CCCCCCc1cc2cc(S(=O)(=O)c3ccc(Cl)cc3)c(=O)oc2cc1O
    3	1.3	-7	-5	4	5	-12
28: CC(=O)Nc1ccc2c(c1)C(=O)N(C)[C@H]1CC[C@H](CC(=O)Nc3cccc(C(C)C)c3)O[C@@H]1CO2
    108*	2.4	1	-4	18[16.7 µM]	23	-4
29: Cc1ccc(CN(Cc2ccccc2)C(=S)NCC(=O)NCc2cccnc2)o1
    -7	-2.5	9	-6	-7	8	7
30: CC(C)NC(=O)Nc1ccc2c(c1)C(=O)N([C@@H](C)CO)C[C@@H](C)[C@H](CN(C)C(=O)Nc1ccccc1)O2
    3	1.7	-8	18	-1[16.7 µM]	-14	/
31: COc1ccc2c(c1OC)C(=O)N1C2SC(C)(C)[C@H]1C(=O)NC(C)C (some centres not stated)
    5	2.2	1	-1	2	-1	-1
32: CC1(C)CC(=O)C(CO)=C(c2cccc3ccccc23)C1=O
    -6	-0.7	2	-10	1	-5	-3
33: Cc1noc(C)c1S(=O)(=O)Nc1ccc2c(c1)C(=O)N([C@@H](C)CO)C[C@H](C)[C@H](CN(C)Cc1ccncc1)OCCCC[C@H](C)O2
    6	1.5	5	-3	17[16.7 µM]	9	/
34: Cc1cccn2c(=O)c3cc(C#N)c(=NC(=O)c4cccs4)n(CCCOC(C)C)c3nc12
    -1	-10	10	1	/	9	-2
35: CCOC(=O)CCC(NC(=O)c1ccccc1C(=O)NC(CCC(=O)OCC)C(=O)OCC)C(=O)OCC (configuration not stated)
    -6	-1.1	4	15	4	11	18
36: CCCc1c(-c2ccccc2OC)ncn1CCc1ccccc1OC
    14	2.5	36	8	/	49	10
37: CCN(CC)c1ccc(/C=C(\C#N)C(=O)NCc2ccco2)cc1
    4	/	-13	-30	/	-49	6
38: COCc1cc(=O)[nH]c(Sc2c(-c3ccccc3)c3ccc(Cl)cc3[nH]c2=O)n1
    /	/	/	-2	-4	-6	8
39: CCOc1ccccc1N(C(=O)Nc1ccc(Cl)cc1)C1=NCCS1
    3	-1.2	-1	-22	-5	6	11
40: COC(=O)[C@@H](NC(=O)NCCC1=CCCCC1)C(C)C
    -1	-6.5	4	-5	/	0	-2
41: COc1cc(NC(=O)CCCNC(=O)c2ccc(Cl)cc2)cc(OC)c1
    0	-0.3	19	-10	1	-10	4
42: COc1ccccc1CNC(=O)Cc1ccccc1
    8	/	-48	/	5	-39	-3
43: COC(=O)[C@]12CCCCC=C1N(Cc1ccc(Cl)cc1Cl)C(=O)[C@H](CC(=O)NCCCCc1ccccc1)C2
    1	-0.4	-5	-7	/	6	17
44: CCCC(=O)Nc1ccc2c(c1)C(=O)N(C)[C@@H]1CC[C@H](CC(=O)NCCCN(C)C)O[C@H]1CO2
    5	-0.1	-18	4	4[16.7 µM]	-18	0
45: O=S(=O)(c1cccc2nsnc12)N1CCN(c2ccc(F)cc2)CC1
    -5	-1.4	10	32	-2	13	1
46: CN1C(=O)c2cc(NC(=O)Nc3ccccc3)ccc2OC[C@@H]2O[C@@H](CC(=O)NC3CCC3)CC[C@@H]21
    7	-0.2	16	10	17[16.7 µM]	7	-7
47: O=C(NCC[C@H]1CC[C@H](NS(=O)(=O)c2cccc(F)c2)[C@@H](CO)O1)C1CCCC1
    11	-3.5	-3	8	-3[16.7 µM]	0	-7
48: Cc1ccc(N2C(=NC(=O)c3ccccc3)SC3CS(=O)(=O)CC32)cc1 (configuration not stated)
    -2	3.1	8	0	-1	6	-2
49: CCOc1ccc(-n2c(C)cc(/C=N/Nc3nc(C)cc(=O)[nH]3)c2C)cc1
    4	3.7	5	9	-11	11	-7
50: COc1ccc(CNC(=O)CSc2nnc(C(F)(F)F)n2C)cc1
    6	-2.1	3	14	/	-1	/
51: CCOc1ccc(C(=O)NCC(=O)NNC(=O)CN(C)S(=O)(=O)c2ccc(Cl)cc2)cc1OCC
    -4	-2.7	6	6	2	6	0
52: CCn1cc(CN2CCC(C(=O)Nc3ccc(Oc4ccccc4F)cc3)CC2)c(C)n1
    -3	3.8	/	-11	-12	25	9
53: Cc1ccccc1N1CCN(C2CCCN(C(=O)c3ccccn3)C2)CC1 (configuration not stated)
    -5	0.6	4	8	2	-6	1
54: CCc1ccc2n(-c3ccc(OC)cc3)c([S-])c(C(=O)Nc3cc(C)cc(C)c3)[n+]2c1
    -4	3.7	-2	6	-1	-4	-22
55: O=C(N[C@H]1C=C[C@H](CC(=O)N2CCc3ccccc3C2)O[C@@H]1CO)C1CC1
    3	-0.6	-2	-3	/	-15	9
56: Cn1cc(/C=C(\NC(=O)c2ccccc2)C(=O)NCCCN2CCOCC2)c2ccccc21
    1	-8.6	4	-3	5	14	0
57: Cc1cc(C)cc(NC(=O)CN2C(=O)COc3ccc(S(=O)(=O)N4CCCC4)cc32)c1
    0	1.6	8	-20	/	11	5
58: Oc1ccc(Cl)cc1CNc1nccs1
    ?	1.7	27	-14	-1	16	-3

Given screen by screen: entries from further up.
[45] O=S(=O)(c1cccc2nsnc12)N1CCN(c2ccc(F)cc2)CC1
[46] CN1C(=O)c2cc(NC(=O)Nc3ccccc3)ccc2OC[C@@H]2O[C@@H](CC(=O)NC3CCC3)CC[C@@H]21
[47] O=C(NCC[C@H]1CC[C@H](NS(=O)(=O)c2cccc(F)c2)[C@@H](CO)O1)C1CCCC1
[48] Cc1ccc(N2C(=NC(=O)c3ccccc3)SC3CS(=O)(=O)CC32)cc1 (configuration not stated)
[49] CCOc1ccc(-n2c(C)cc(/C=N/Nc3nc(C)cc(=O)[nH]3)c2C)cc1
[50] COc1ccc(CNC(=O)CSc2nnc(C(F)(F)F)n2C)cc1
[51] CCOc1ccc(C(=O)NCC(=O)NNC(=O)CN(C)S(=O)(=O)c2ccc(Cl)cc2)cc1OCC
[52] CCn1cc(CN2CCC(C(=O)Nc3ccc(Oc4ccccc4F)cc3)CC2)c(C)n1
[53] Cc1ccccc1N1CCN(C2CCCN(C(=O)c3ccccn3)C2)CC1 (configuration not stated)
[54] CCc1ccc2n(-c3ccc(OC)cc3)c([S-])c(C(=O)Nc3cc(C)cc(C)c3)[n+]2c1
[55] O=C(N[C@H]1C=C[C@H](CC(=O)N2CCc3ccccc3C2)O[C@@H]1CO)C1CC1
[56] Cn1cc(/C=C(\NC(=O)c2ccccc2)C(=O)NCCCN2CCOCC2)c2ccccc21
Screen / compound no.,45,46,47,48,49,50,51,52,53,54,55,56
DENV2 CPE,-5,7,11,-2,4,6,-4,-3,-5,-4,3,1
F508del corr,-1.4,-0.2,-3.5,3.1,3.7,-2.1,-2.7,3.8,0.6,3.7,-0.6,-8.6
EWS-Fli inh,10,16,-3,8,5,3,6,/,4,-2,-2,4
INS-1E GSIS act,32,10,8,0,9,14,6,-11,8,6,-3,-3
miR122 inh,-2,17[16.7 µM],-3[16.7 µM],-1,-11,/,2,-12,2,-1,/,5
PAX8 reporter,13,7,0,6,11,-1,6,25,-6,-4,-15,14
FN deposition inh,1,-7,-7,-2,-7,/,0,9,1,-22,9,0

[57] Cc1cc(C)cc(NC(=O)CN2C(=O)COc3ccc(S(=O)(=O)N4CCCC4)cc32)c1
[58] Oc1ccc(Cl)cc1CNc1nccs1
Screen / compound no.,57,58
DENV2 CPE,0,?
F508del corr,1.6,1.7
EWS-Fli inh,8,27
INS-1E GSIS act,-20,-14
miR122 inh,/,-1
PAX8 reporter,11,16
FN deposition inh,5,-3
